Sm TGR inh – qHTS Assay for the Inhibitors of Schistosoma Mansoni Peroxiredoxins | Schistosoma mansoni thioredoxin glutathione reductase (TGR), Q962Y6 | purified TGR, DTNB reduction, TNB absorbance 405 nm | Potency, µM (highest dose often 114 µM), inactives show at the highest dose activity change, negative = inhibition, hits mostly inhibitors | 360,000 tested, 3% active | AID 485364, 2010; further: nearly all actives have a fitted effect of over 60% in size
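Kinetic colorimetric format: TGR-catalysed, NADPH-driven DTNB reduction monitored via TNB absorbance. Enzyme dispensed at 20 nM; compound exposure 15 min at room temperature before reaction start.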
Pf growth 48h – Primary qHTS for delayed death inhibitors of the malarial parasite plastid, 48 hour incubation; P. falciparum luciferase growth in erythrocytes, 48 h; Potency, µM (series often up to 28.7 µM), without a hit: at the top dose activity change, negative = inhibition, usual class: inhibitors; 310,000 tested, 5.9% active; AID 504832, 2011
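Read-out is firefly luciferase luminescence from an integrated reporter in P. falciparum, so falling signal marks reduced parasite growth. Infected erythrocytes were at 2% hematocrit and 0.1% parasitemia (final) in Albumax-supplemented RPMI 1640.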
Tb PYK inh – qHTS of Trypanosoma Brucei Inhibitors | TbPYK enzyme, Kinase-Glo Plus ATP luminescence, 45 min | pyruvate kinase (Trypanosoma brucei), Q57TT1 | AID 624173, 2012 | Potency, µM (series often up to 76.8 µM), inactives show top-dose activity, negative = inhibition, actives largely listed as inhibitors | 410,000 tested, 0.12% active; further: nearly all actives have a fitted effect of over 50% in size
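Activity of T. brucei pyruvate kinase was followed by Kinase-Glo Plus luminescence after the enzyme reacted 45 min at room temperature with 130 uM ADP (final) and substrate. Test compounds were added before ADP at multiple concentrations.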
HCV inhibitor – qHTS Assay for Inhibitors of Hepatitis C Virus (HCV) | Huh7.5.1 HCVcc-Cre infection, luciferase reporter, 44 h | Potency, µM (highest dose often 41.8 µM), inactives show at the top dose activity change, negative = inhibition, usual class: inhibitors | 340,000 tested, 3.4% active
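A cell-based infection assay in which seeded cells (1,000 per well) receive test compound after 4 h, are inoculated with HCVcc-Cre at approximately 0.5 moi, and are incubated 44 h before luminescence detection.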
LmPK inhibitor – qHTS Assay for Inhibitors of Leishmania Mexicana Pyruvate Kinase (LmPK). Q27686. purified LmPK, Kinase-Glo ATP luminescence, 1 h. Potency, µM (top dose mostly 57.5 µM), for the others: at the highest dose activity change, negative = inhibition, actives largely listed as inhibitors. 290,000 tested, 0.37% active. AID 1721, 2009
Target sequence (Q27686 whole entry, looked up): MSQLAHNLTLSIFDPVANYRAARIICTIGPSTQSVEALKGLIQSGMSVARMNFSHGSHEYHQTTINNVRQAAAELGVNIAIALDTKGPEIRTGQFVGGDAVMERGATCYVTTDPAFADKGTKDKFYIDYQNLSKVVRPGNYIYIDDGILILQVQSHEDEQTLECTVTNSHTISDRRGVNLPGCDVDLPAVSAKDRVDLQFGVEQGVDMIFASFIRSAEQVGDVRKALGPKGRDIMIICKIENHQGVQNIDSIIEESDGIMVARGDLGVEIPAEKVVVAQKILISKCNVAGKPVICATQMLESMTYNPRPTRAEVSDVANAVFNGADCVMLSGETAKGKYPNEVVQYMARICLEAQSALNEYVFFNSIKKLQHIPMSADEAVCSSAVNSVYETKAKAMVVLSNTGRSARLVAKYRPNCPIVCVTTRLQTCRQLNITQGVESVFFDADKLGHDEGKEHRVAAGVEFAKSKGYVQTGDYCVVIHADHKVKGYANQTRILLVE
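Kinase-Glo luminescence read after 1 h RT reaction of 0.1 nM LmPK with 0.5 mM PEP and 0.1 mM ADP. Activity scaled between uninhibited and enzyme-free controls.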
Pf growth 96h – Primary qHTS for delayed death inhibitors of the malarial parasite plastid, 96 hour incubation | P. falciparum luciferase reporter growth, 96 h | 320,000 tested, 6.9% active | Potency, µM (doses to about 28.7 µM), inactives show at the highest dose activity change, negative = inhibition, most hits filed as inhibitors
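Delayed-death screen, second-generation endpoint: infected erythrocytes, 2% hematocrit, 0.05% parasitemia final; 96 hours at 37 C, 5% CO2; luciferase detection reagent; luminescence decrease equals reduced growth.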
Numbers without * were called inactive; ? = inconclusive; . = not tested or not shown; & = joins results of further samples; [ ] = another dose, or the depositor's remark. The call rests on the fitted dose curve; in most records, active means well fitted curve in the direction sought with a large enough effect; inconclusive means small, poorly fitted or top-dose-only effect, or another doubt; inactive means no such curve, though single readings can be large; an effect the other way counts as inactive or inconclusive. On the % scale 0 is the no-effect control and ±100 the full control effect; potency means the concentration at half of the fitted maximal effect.

Start of the listing, in advance, 3 compounds:
Short keys: A = Sm TGR inh; B = Pf growth 48h; C = Tb PYK inh; D = HCV inhibitor; E = LmPK inhibitor; F = Pf growth 96h
CCN1CCc2c(sc(NC(=O)c3ccc4ccccc4c3)c2C(N)=O)C1
  A = 3% | B = 12µM* | C = . | D = . | E = -1% | F = ?

Cc1ccc(C#CC[N+](C)(C)CC#Cc2ccccc2)cc1
  A = . | B = 2.3µM* | C = -2% | D = -14% | E = -2% | F = 5.9µM*

Cc1ccc(NC(=S)/N=C(\N)Nc2nc(C)c3ccccc3n2)cc1C
  A = 7% | B = 12µM* | C = -3% | D = 11µM* | E = 0% | F = 2.3µM*

The listing, previewed entries included:
Short keys: A = Sm TGR inh; B = Pf growth 48h; C = Tb PYK inh; D = HCV inhibitor; E = LmPK inhibitor; F = Pf growth 96h
CCN1CCc2c(sc(NC(=O)c3ccc4ccccc4c3)c2C(N)=O)C1
  A = 3% | B = 12µM* | C = . | D = . | E = -1% | F = ?

Cc1ccc(C#CC[N+](C)(C)CC#Cc2ccccc2)cc1
  A = . | B = 2.3µM* | C = -2% | D = -14% | E = -2% | F = 5.9µM*

Cc1ccc(NC(=S)/N=C(\N)Nc2nc(C)c3ccccc3n2)cc1C
  A = 7% | B = 12µM* | C = -3% | D = 11µM* | E = 0% | F = 2.3µM*

COc1cccc(CNC(=O)CN2c3cccc4cccc(c34)S2(=O)=O)c1
  A = -11% | B = 0% | C = -5% | D = -26% | E = . | F = 5%

Cc1occc1-c1nnc(SCC(=O)Nc2nc3ccccc3s2)o1
  A = -9% | B = 23% | C = 4% | D = 0% | E = 1% | F = .

COc1ccc(S(=O)(=O)NCC(=O)Nc2cccc(C)c2C)cc1OC
  A = 2% | B = -8% | C = 1% | D = ? | E = 4% | F = ?

O=P(c1ccccc1)(c1ccccc1)C(c1ccccn1)P(=O)(c1ccccc1)c1ccccc1
  A = 8% | B = ? | C = -5% | D = 9% | E = -1% | F = 9.3µM*

COc1cc(C#N)c(NS(=O)(=O)c2ccc3[nH]c(=O)sc3c2)cc1OC
  A = -6% | B = 22% | C = -1% | D = 25% | E = -3% | F = 6%

COc1ccc(Nc2ccc(S(=O)(=O)N3CCCCC3)cc2[N+](=O)[O-])cc1OC
  A = -4% | B = ? | C = -3% | D = ? | E = -2% | F = 13µM*

Cc1oc(-c2ccccc2Cl)cc1-c1nn2c(-c3ccco3)nnc2s1
  A = 4% | B = 0% | C = . | D = . | E = 3% | F = 6%

O=C(NCCS(=O)(=O)N1CCN(c2ccccc2)CC1)c1ccc2c(c1)OCO2
  A = -5% | B = 2% | C = 2% | D = 13% | E = . | F = -1%

CCCN(Cc1ccccc1)C(=O)Nc1ccc2c(c1)nnn2C
  A = -3% | B = 3% | C = 1% | D = 18% | E = -1% | F = -9%

CNC(=O)c1ccc(NC(=O)C2CCN(S(=O)(=O)c3cccc(C(F)(F)F)c3)CC2)cc1
  A = -6% | B = 13µM* | C = 1% | D = 2% | E = . | F = ?

COC(=O)CC1C(=O)NCCN1C(=O)Nc1ccc(Cl)c(Cl)c1 (centres undefined)
  A = 31% | B = -14% | C = 2% | D = 18% | E = 1% | F = 1%

O=C(Nc1ccnc(-c2cccnc2)n1)c1cccs1
  A = 1% | B = -9% | C = -5% | D = -9% | E = 0% | F = 0%

Cc1cc(C(=O)NNC(=O)CCCOc2ccccc2)c(C)o1
  A = -3% | B = ? | C = 0% | D = 2% | E = . | F = 11%

Cc1ccc(C)n1-c1sccc1C(=O)O
  A = 40µM* | B = . | C = -12% | D = 12% | E = 16% | F = -8%

c1ccc(-c2noc(-c3ccncc3)n2)nc1
  A = -10% | B = 135%[activator] | C = ? | D = 13% | E = 13µM* | F = 169%[activator]

CCC1C(=O)N=C(SCC(=O)Nc2ccc(C)cc2)N(c2ccccc2)C1=O (centres undefined)
  A = 1% | B = 3% | C = 4% | D = 7% | E = 5% | F = 11%

CCC(C(=O)NCCC1=CCCCC1)n1nc(C)c2c(C)n(-c3ccccc3)nc2c1=O (centres undefined)
  A = 3% | B = ? | C = 2% | D = -17% | E = -3% | F = 12µM*

C=C(C)CNC(=S)N/N=C/c1ccc(N2CCOCC2)cc1
  A = -16% | B = ? | C = 0% | D = ? | E = -1% | F = ?

c1ccc(-c2cn3nc(-c4ccccc4)cnc3n2)cc1
  A = -20% | B = 278%[activator] | C = -11% | D = 10% | E = -15% | F = 188%[activator]

O=C(COC(=O)c1ccccc1N1C(=O)C2C3CCC(C3)C2C1=O)c1ccccc1 (centres undefined)
  A = -1% | B = 16% | C = -3% | D = 4% | E = -1% | F = 2.3µM*

CCOc1ccc(S(=O)(=O)N2CCC(C(=O)NCC3CCCO3)CC2)cc1Cl (centres undefined)
  A = -12% | B = -3% | C = -4% | D = -11% | E = -2% | F = ?

CC(C)c1c(O)nc(SCC(=O)N2CCOCC2)[nH]c1=O
  A = 3% | B = . | C = -14% | D = 13% | E = 3% | F = -1%

N/C(CCS(=O)(=O)c1ccc(Cl)cc1)=N\OC(=O)c1ccccc1C(F)(F)F
  A = -16% | B = 3.7µM* | C = -4% | D = ? | E = 2% | F = 9.3µM*

C(#CCN1CCOCC1)COCC#Cc1ccccc1
  A = -22% | B = 30%[activator] | C = 3% | D = 2% | E = 1% | F = .

CC(=O)Nc1ccccc1OCC(O)CS(=O)(=O)c1ccc(C(F)(F)F)cn1 (centres undefined)
  A = 15% | B = 5% | C = -9% | D = -16% | E = -4% | F = 15%

Cc1cc(C(F)(F)F)nc(-n2cc(-c3cccc(N)c3)nn2)n1
  A = 0% | B = 5% | C = 5% | D = 2% | E = 6% | F = ?

COc1ccc(-c2nnc(SCC(=O)N3CCCCC3)o2)cc1OC
  A = 5% | B = 4% | C = 0% | D = ? | E = -2% | F = ?

Cc1cc(C)n(-c2cccc3cccnc23)n1
  A = 5% | B = 3% | C = 4% | D = -2% | E = -1% | F = ?

Cc1nnc(N/N=C/c2ccc(O)c([N+](=O)[O-])c2)[nH]c1=O
  A = -14% | B = 14% | C = 11% | D = 19% | E = -8% | F = ?

CCC(C)CCN1C(Nc2ccccc2)=NC[C@@H]1Cc1ccccc1 (some centres undefined)
  A = 5% | B = ? | C = 1% | D = -7% | E = -3% | F = ?

CCCCCC(=O)Nc1sc(C)c(C)c1C#N
  A = 7% | B = 39%[activator] | C = ? | D = -4% | E = 1% | F = 49%[activator]

Nc1nnn(CC(=O)N/N=C/c2ccc(O)cc2)n1
  A = 3% | B = 28% | C = -2% | D = 31%[activator] | E = 0% | F = 11%

Brc1ccc(C2Nc3cccc4cccc(c34)N2)o1
  A = ? | B = -12% | C = -11% | D = -2% | E = -11% | F = -6%

COc1ccc(C(=O)Nc2nnc(S(=O)(=O)N3CCCCCC3)s2)cc1OC
  A = -22%&0% | B = 2% | C = -3%&1% | D = 26% | E = -1% | F = 11%

Brc1c(CSc2nnc(-c3ccco3)o2)nc2ccccn12
  A = 3%[11.4 µM] | B = . | C = 1% | D = 17% | E = 13% | F = -19%

COc1ccc(NC(=O)CN2C(=O)COc3ccc(S(=O)(=O)N4CCOCC4)cc32)cc1Cl
  A = -2%&-2% | B = ? | C = 4%&-2% | D = -16% | E = -2% | F = ?

N#Cc1ccc(OC(=O)Cc2ccsc2)cc1
  A = 62%[activator] | B = 27% | C = -1% | D = 8% | E = -3% | F = 22%

CCOCCN1CCN(c2c3c(nc4cc(-c5ccc(F)cc5)nn24)CCC3)CC1
  A = -7% | B = ? | C = -7% | D = 3% | E = -1% | F = 24%

Cc1cccc(N2CCN(C(=O)CN3C(=O)C4CC=CCC4C3=O)CC2)c1C (centres undefined)
  A = -10% | B = 36%[activator] | C = 4% | D = 3% | E = 3% | F = 135%[activator]

CCOc1ccc(CCNC(=O)COC(=O)c2nc(Cl)ccc2Cl)cc1OCC
  A = -6% | B = ? | C = 4% | D = -28% | E = . | F = ?

CC1Cc2ccccc2N1C(=O)CSc1nnc(-c2ccc(S(=O)(=O)N3CCCC3)cc2)n1C (centres undefined)
  A = -10% | B = ? | C = -11% | D = -20% | E = 2% | F = -27%

COc1ccc(C)cc1NC(=O)c1ccc2c(SCC(=O)O)c3c(nc2c1)CCCC3
  A = -17%&-9% | B = ? | C = -3%&0% | D = -12% | E = 0% | F = 8.3µM*

CCn1c(COc2cccc(OC)c2)nnc1SCC(=O)Nc1cc(OC)ccc1OC
  A = -28% | B = 6% | C = 3% | D = -26% | E = 8% | F = .

COC(=O)NCC1(C)CC(NC(=O)OC)CC(C)(C)C1 (centres undefined)
  A = 3% | B = -2% | C = -12% | D = 2% | E = -7% | F = 25%

Cc1ccc(O)c(C2=NCCNC(C(F)(F)F)=C2)c1
  A = -22% | B = . | C = 3% | D = -28% | E = 2% | F = ?

O=C(Nc1ccccc1F)N1CCc2ccccc2C1
  A = -1% | B = 98%[activator] | C = 10% | D = 3% | E = 0% | F = ?

COc1cc(C2C(C(C)=O)=C(O)C(=O)N2CCc2ccc(OC)c(OC)c2)ccc1O (centres undefined)
  A = ? | B = -8% | C = -8% | D = 12% | E = 3% | F = 2%

Remaining list, next part.
Short keys: A = Sm TGR inh; B = Pf growth 48h; C = Tb PYK inh; D = HCV inhibitor; E = LmPK inhibitor; F = Pf growth 96h
O=C(Nc1nn[nH]n1)c1cccc(Oc2ccccc2)c1
  A = -13% | B = 4% | C = 11% | D = 10% | E = 0% | F = 3%

COc1ccccc1NC(=O)COC(=O)CC(C)(C)CC1=NS(=O)(=O)c2ccccc2N1
  A = -8%&5% | B = ? | C = 1%&-7% | D = ? | E = 1% | F = ?

COc1ccc(Cc2nnc(Cl)c3ccccc23)cc1OC
  A = -3% | B = -7% | C = 4% | D = 7% | E = 0% | F = 2%

CC1CCCCC12NC(=O)N(CC(=O)N1CCN(C(=O)c3ccco3)CC1)C2=O (centres undefined)
  A = -24% | B = 1% | C = 3% | D = ? | E = . | F = 0%

CCCCOc1ccc(/C=N/NC(=O)C2CCCNC2=O)cc1 (centres undefined)
  A = -4% | B = 55%[activator] | C = 0% | D = ? | E = 0% | F = 45%[activator]

S=C(NCCc1ccc(Cl)cc1)NC1CCCC1
  A = 17% | B = -8% | C = -3% | D = ? | E = 3% | F = ?

CC(C)n1c(=S)[nH]c2cc(C(F)(F)F)ccc21
  A = 5% | B = ? | C = ? | D = -24% | E = -16% | F = ?

COc1ccc2cc(CCNC(=O)c3cccs3)c(=O)[nH]c2c1
  A = -5% | B = ? | C = 1% | D = 3% | E = 1% | F = 31%[activator]

CC(C)[C@H](N[C@@H](C)c1ccccc1)c1c(O)ccc2ccccc12
  A = -15% | B = 2.9µM* | C = -4% | D = 12% | E = -6% | F = ?

C/C(=N\Nc1nc2ccccc2[nH]1)c1ccccn1
  A = -10% | B = 2.9µM* | C = . | D = . | E = -12% | F = ?

O=C(CCCN1C(=O)S/C(=C\C=C\c2ccccc2)C1=O)Nc1ccc(C(=O)O)cc1
  A = ? | B = 24% | C = -6% | D = 4% | E = -3% | F = ?

COC(=O)CSc1nnc2n(C3CCCCC3)c(=O)c3c4c(sc3n12)CCCC4
  A = -16% | B = ? | C = 5% | D = 0% | E = -2% | F = 13%

Cc1cc(F)ccc1NCC(=O)Nc1ccccc1Br
  A = -18% | B = ? | C = -8% | D = 13% | E = 2% | F = ?

O=C(NCCS(=O)(=O)NCc1ccccc1Cl)c1ccc2c(c1)OCO2
  A = 1% | B = 46%[activator] | C = -1% | D = 18% | E = . | F = 28%

O=C(COc1ccc(Cl)cc1)N(Cc1ccccc1)c1ccccn1
  A = 3% | B = 3% | C = 5% | D = 6% | E = 2% | F = ?

Cn1cccc1C(=O)C(=O)Nc1ccccc1
  A = 8% | B = 211%[activator] | C = ? | D = 5% | E = 16µM* | F = 111%[activator]

Random draw from the library; about 16% have a hit in one of these screens.
